M18AAP inhibitor – blocks P. falciparum M18 aspartyl aminopeptidase. recombinant PfM18AAP, H-Glu-NHMec fluorogenic cleavage. inhibition, % at 7.35 µM. 290,000 tested, 1.2% active;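 active means inhibition above the campaign mean inhibition over all tested compounds plus 3 SD, cut at about 28% in these data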;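 further: 0% = plate median of test compound wells and 100% = 2 mM ZnCl2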
MEKK2 mut-MEK5 – signal of MEK5 binding to mutant human MEKK2 PB1 domain | AID 1530 | bead flow cytometry, Alexa488-MEK5 binding to MEKK2 mutant | 290,000 tested, 0.35% active | percent response, % at 10 µM; in the data active means percent response above about 24%, passing the limit was not always enough; further: inactives centre near 1; some results filed as inactive read as strong as hits; reference of the scale not given here
NALP1 yeast inh – inhibitors of NALP1 inflammasome in yeast; 280,000 tested, 0.61% active; S. cerevisiae NALP1/ASC/caspase-1 growth, X-gal OD620, 72 h; AID 2071; inhibition, % at 10 µM; in the data active means inhibition mostly above about 24%, no sharp cut-off; inactive means mostly below about 32%; further: some compounds called inactive have numbers as strong as hits
pCIP destab – compounds decreasing mouse p/CIP protein stability. F442A p/CIP-EGFP cells, EGFP fluorescence, 16 h. decrease of EGFP signal, % at 10 µM. 290,000 tested, 0.01% active. AID 1984;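 active means EGFP signal decrease of at least 30% at 10 µM or well 3 SD below plate mean, unless failing retest; inactive means the rest, including hits failing retest or dose response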; further: some compounds called inactive have numbers as strong as hits; many of its hits are not listed in these tables
IDE cell activ – activators of human insulin-degrading enzyme in cells. AID 493087. activation, % at 5.96 µM. 340,000 tested, 0.073% active. HEK cells, FAbeta-B cleavage, fluorescence polarization; 0% vehicle, 100% cell-free pure enzyme wells;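 active means activation above the mean of all tested compounds plus 3 SD, set per screening campaign, cut at about 17% in these data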
Target sequence (P14735 whole entry, looked up): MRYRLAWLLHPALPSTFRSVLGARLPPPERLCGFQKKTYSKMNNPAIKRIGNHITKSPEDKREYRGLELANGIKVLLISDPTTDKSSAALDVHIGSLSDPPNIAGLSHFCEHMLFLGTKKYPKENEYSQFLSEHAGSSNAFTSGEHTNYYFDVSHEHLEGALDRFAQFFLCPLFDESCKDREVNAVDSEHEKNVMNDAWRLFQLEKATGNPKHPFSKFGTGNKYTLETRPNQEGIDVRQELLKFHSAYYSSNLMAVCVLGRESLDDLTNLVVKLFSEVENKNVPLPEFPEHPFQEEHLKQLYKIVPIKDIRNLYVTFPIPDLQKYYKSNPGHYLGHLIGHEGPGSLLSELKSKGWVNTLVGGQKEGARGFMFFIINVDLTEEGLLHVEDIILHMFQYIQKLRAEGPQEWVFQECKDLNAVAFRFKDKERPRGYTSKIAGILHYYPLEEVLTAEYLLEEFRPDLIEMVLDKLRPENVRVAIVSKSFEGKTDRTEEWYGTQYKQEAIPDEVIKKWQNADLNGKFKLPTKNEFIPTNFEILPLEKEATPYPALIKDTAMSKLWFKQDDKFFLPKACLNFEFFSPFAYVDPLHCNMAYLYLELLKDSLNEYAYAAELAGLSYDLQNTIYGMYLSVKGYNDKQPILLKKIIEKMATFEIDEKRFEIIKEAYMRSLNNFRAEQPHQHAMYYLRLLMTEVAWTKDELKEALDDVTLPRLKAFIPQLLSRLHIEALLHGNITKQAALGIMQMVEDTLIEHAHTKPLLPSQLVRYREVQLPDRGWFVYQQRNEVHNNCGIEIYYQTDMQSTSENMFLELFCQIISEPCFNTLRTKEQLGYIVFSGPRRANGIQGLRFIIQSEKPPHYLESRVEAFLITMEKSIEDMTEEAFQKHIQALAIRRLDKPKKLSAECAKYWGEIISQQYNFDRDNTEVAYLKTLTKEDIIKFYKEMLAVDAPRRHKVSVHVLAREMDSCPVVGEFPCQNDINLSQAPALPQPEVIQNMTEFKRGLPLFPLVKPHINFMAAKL
MEKK3 PB1 HTS – raises or lowers MEK5 binding to the human MEKK3 PB1 domain; bead-based flow cytometry, Alexa488-MEK5 binding to MEKK3; actives lie on both sides; 0 = blocked by unlabeled MEK5, 100 = vehicle; binding response (% of control), % at 10 µM; 290,000 tested, 1.4% active;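 active means binding response more than 3 SD above or below the average of its plate-row segment, actives on both sides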;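 further: Alexa488 bead fluorescence after subtracting the streptavidin-only scavenger bead signal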
UBC9 SUMO inh – SUMOylation inhibition; AID 2006; 290,000 tested, 0.36% active; inhibition, % at 35 µM; HTRF SUMOylation assay, SAE1/SAE2 + UBC9, in vitro; in the data active means inhibition above about 50%, passing the limit was not always enough; further: strong numbers were not always called active
IDE inh – inhibits human insulin-degrading enzyme in HEK cells. FAbetaB cleavage, fluorescence polarization. inhibition, % at 5.59 µM. 320,000 tested, 0.41% active. AID 434962;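 active means percent inhibition above the average of all tested compounds plus 3 SD, set per screening campaign, cut at about 16% in these data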;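 further: IDE supplied by intact live HEK cells; FP after avidin binding of uncleaved biotin substrate so inhibition keeps polarization high; 0% = DMSO wells and 100% = 60 µM reference IDE inhibitor Ii1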
MEKK2wt PB1 HTS – raises or lowers MEK5 binding to wildtype human MEKK2 PB1 domain. Q9Y2U5. bead flow cytometry, Alexa488-MEK5 binding to MEKK2 WT; actives lie on both sides. binding response (% of control), % at 10 µM. 290,000 tested, 1.1% active. AID 1531; in the data active means binding response below about 67% or above about 130%
Active calls of the source: *; · = no result given; & = joins results of further samples. Not all compounds are listed, so the mix of outcomes need not match the whole.

SMILES	M18AAP inhibitor	MEKK2 mut-MEK5	NALP1 yeast inh	pCIP destab	IDE cell activ	MEKK3 PB1 HTS	UBC9 SUMO inh	IDE inh	MEKK2wt PB1 HTS
COc1ccccc1NC(=S)N1CCN(C(=O)c2ccco2)CC1	-14	-2	10	0	2	102	-14	4	95
O=C(NN=C1CCCC1)c1n[nH]c2c1CCC2	3	-3	8	-9	6	93	2	0	96
Oc1ccc(/C=N/Nc2ncnc3c2ncn3Cc2ccccc2)cc1O	39*	0	28	-10	3	111	-28	-6	104
CC1=C(C(=O)OC(C)C)C(c2ccc3c(c2)OCO3)NC(=O)N1 (stereo not given)	7	10	-4	-9	7	108	10	3	112
COc1ccccc1NS(=O)(=O)/C=C/c1ccccc1	-6	1	27	-1	-1	98	1	-5	101
CCCN(C(=O)Cc1nc(N)n[nH]1)C1(C(=O)Nc2c(C)cccc2C)CCCCC1	1	7	17	4	3	111	5	-1	109
COc1ccc(NC(=O)NNC(=O)c2ccc3ccccc3c2)cc1OC	25	5	-3	-8	-6	105	-1	8	104
COC(=O)CCSCC(=O)Nc1ccc(S(=O)(=O)N2CCOCC2)cc1OC	-21	6	7	-14	-4	99	17	-1	99
Nc1ccc(Oc2ccc(F)cc2)nc1	5	-4	·	-85	9	92	22	1	91
O=C1c2ccccc2C(=O)N1n1c(=O)[nH]c2ccccc2c1=O	4	-3	6	4	-1	96	4	2	100
OC1(Cc2ccccc2)CCNCC1	20&-1	9&4	1	-5&-7	·	105&119	11&22	0	110&116
COc1cccc(NC(=O)CCCn2c(=O)[nH]c3ccccc3c2=O)c1	9	-4	21	3	0	97	33	-1	97
O=C(O)c1cc2sccc2s1	1	2	27	-17	·	104	-8	4	104
COCCN(C(=O)Nc1ccccc1OC)c1nc2ccccc2s1	-1	1	8	1	7	106	-9	0	104
CCOc1ccc2ccccc2c1CNc1nnnn1C	-1	1	8	-5	2	100	10	5	101
O=C(COC(=O)c1ccc(Sc2ccccc2)c([N+](=O)[O-])c1)NC1CCCc2ccccc21 (stereo not given)	-8	6	32	-12	0	104	-1	8	101
Cc1ccc(/C=C/C(=O)O)cc1S(=O)(=O)Nc1ccccc1C(=O)O	-1	-2	7	-11	1	101	24	0	97
CN(C)CCCNC(CC(=O)Nc1cccc([N+](=O)[O-])c1)C(=O)O (stereo not given)	-4	-3	31	-11	0	82	-2	10	89
NNc1ccc2c(C(F)(F)F)cc(C(F)(F)F)nc2n1	45*	-2	8	-9	1	110	3	4	105
CCc1ccc(/C=N/NC(=O)C(=O)NCCCN2CCOCC2)cc1	6	-2	26	-1	-1	106	-13	-1	108
O=C(CSC1=NCCN1)NC(c1ccccc1)c1ccccc1	-8	-10	4	-15	3	58	0	4	70
CCC(Oc1cccc(C)c1)C(=O)Nc1ccccc1C(=O)N1CCOCC1 (stereo not given)	3	3	4	1	3	104	-3	1	108
Cc1c(O)c2ccccc2oc1=O	2	4	·	1	6	96	-6	0	101
Cc1ccc(N(CC(=O)N2CCOCC2)S(C)(=O)=O)cc1C	-4	-1	11	-1	3	100	6	5	101
Cc1c(NC(=O)c2ccc(Br)o2)cccc1C(=O)O	6	-2	1	-6	4	98	12	-4	98

A draw from above in order of length of the SMILES, low to high:
SMILES	M18AAP inhibitor	MEKK2 mut-MEK5	NALP1 yeast inh	pCIP destab	IDE cell activ	MEKK3 PB1 HTS	UBC9 SUMO inh	IDE inh	MEKK2wt PB1 HTS
O=C(O)c1cc2sccc2s1	1	2	27	-17	·	104	-8	4	104
OC1(Cc2ccccc2)CCNCC1	20&-1	9&4	1	-5&-7	·	105&119	11&22	0	110&116
Cc1c(NC(=O)c2ccc(Br)o2)cccc1C(=O)O	6	-2	1	-6	4	98	12	-4	98
CCC(Oc1cccc(C)c1)C(=O)Nc1ccccc1C(=O)N1CCOCC1 (stereo not given)	3	3	4	1	3	104	-3	1	108
COC(=O)CCSCC(=O)Nc1ccc(S(=O)(=O)N2CCOCC2)cc1OC	-21	6	7	-14	-4	99	17	-1	99

Grouped by structure: those above with nitrogen in an aromatic ring
SMILES	M18AAP inhibitor	MEKK2 mut-MEK5	NALP1 yeast inh	pCIP destab	IDE cell activ	MEKK3 PB1 HTS	UBC9 SUMO inh	IDE inh	MEKK2wt PB1 HTS
O=C(NN=C1CCCC1)c1n[nH]c2c1CCC2	3	-3	8	-9	6	93	2	0	96
Oc1ccc(/C=N/Nc2ncnc3c2ncn3Cc2ccccc2)cc1O	39*	0	28	-10	3	111	-28	-6	104
CCCN(C(=O)Cc1nc(N)n[nH]1)C1(C(=O)Nc2c(C)cccc2C)CCCCC1	1	7	17	4	3	111	5	-1	109
Nc1ccc(Oc2ccc(F)cc2)nc1	5	-4	·	-85	9	92	22	1	91
O=C1c2ccccc2C(=O)N1n1c(=O)[nH]c2ccccc2c1=O	4	-3	6	4	-1	96	4	2	100
COc1cccc(NC(=O)CCCn2c(=O)[nH]c3ccccc3c2=O)c1	9	-4	21	3	0	97	33	-1	97
COCCN(C(=O)Nc1ccccc1OC)c1nc2ccccc2s1	-1	1	8	1	7	106	-9	0	104
CCOc1ccc2ccccc2c1CNc1nnnn1C	-1	1	8	-5	2	100	10	5	101
NNc1ccc2c(C(F)(F)F)cc(C(F)(F)F)nc2n1	45*	-2	8	-9	1	110	3	4	105
